# Compound activity: PubChem BioAssay, The Scripps Research Institute Molecular Screening Center
# FBW7 activator: activators of human E3 ligase FBW7 | AlphaScreen FBW7–phospho-cyclin E peptide binding, activator screen | normalized activity (activation), % at 26.1 µM | actives 0.13% (n = 650,000) | Q969H0; in the data active means normalized activity above about 1.9%;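 further: purified mutant Fbw7 with reduced substrate affinity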
# Target sequence (Q969H0 whole entry, looked up): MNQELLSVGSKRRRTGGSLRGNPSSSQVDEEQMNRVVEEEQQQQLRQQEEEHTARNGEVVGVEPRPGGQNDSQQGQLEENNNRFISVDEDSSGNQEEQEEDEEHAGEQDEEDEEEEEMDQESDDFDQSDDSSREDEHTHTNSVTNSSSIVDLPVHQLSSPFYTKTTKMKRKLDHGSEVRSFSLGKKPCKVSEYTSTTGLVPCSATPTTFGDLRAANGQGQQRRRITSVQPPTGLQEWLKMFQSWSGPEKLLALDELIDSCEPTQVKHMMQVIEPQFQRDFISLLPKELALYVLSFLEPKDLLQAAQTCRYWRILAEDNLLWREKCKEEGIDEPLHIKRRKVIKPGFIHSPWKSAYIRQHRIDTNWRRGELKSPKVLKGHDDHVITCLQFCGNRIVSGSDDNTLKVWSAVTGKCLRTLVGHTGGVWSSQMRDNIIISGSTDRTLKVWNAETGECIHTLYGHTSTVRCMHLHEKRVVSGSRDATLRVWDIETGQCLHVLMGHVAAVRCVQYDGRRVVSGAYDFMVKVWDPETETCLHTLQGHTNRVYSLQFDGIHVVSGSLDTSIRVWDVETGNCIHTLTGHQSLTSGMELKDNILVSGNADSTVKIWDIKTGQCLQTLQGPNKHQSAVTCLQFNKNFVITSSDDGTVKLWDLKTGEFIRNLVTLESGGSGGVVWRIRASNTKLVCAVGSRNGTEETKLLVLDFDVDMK
# GPR151 activ: human GPR151 activation. PathHunter beta-arrestin GPR151 cells, luminescence. activation, % at 11.2 µM. actives 1% (n = 650,000). AID 1508602; in the data active means activation above about 4.9%;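 further: 0% = median of compound wells and 100% = cells with positive control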
# Target sequence (Q8TDV0 whole entry, looked up): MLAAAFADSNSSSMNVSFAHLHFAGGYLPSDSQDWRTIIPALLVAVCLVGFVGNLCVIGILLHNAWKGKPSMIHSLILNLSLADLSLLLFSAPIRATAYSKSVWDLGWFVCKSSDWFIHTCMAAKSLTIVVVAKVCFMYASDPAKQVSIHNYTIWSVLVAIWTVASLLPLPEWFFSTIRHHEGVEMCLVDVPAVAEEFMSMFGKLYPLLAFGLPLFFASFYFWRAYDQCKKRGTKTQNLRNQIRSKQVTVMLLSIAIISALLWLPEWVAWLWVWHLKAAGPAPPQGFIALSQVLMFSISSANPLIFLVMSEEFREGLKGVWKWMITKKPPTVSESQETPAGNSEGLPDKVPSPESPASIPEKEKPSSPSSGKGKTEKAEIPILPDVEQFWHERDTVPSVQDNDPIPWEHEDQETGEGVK
# MITF inh: inhibitors of human MITF | O75030 | AlphaScreen MITF homodimerization, bead proximity signal | inhibition, % at 2.6 µM | actives 0.91% (n = 650,000) | AID 1259374; in the data active means inhibition above about 50%;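 further: 0% = vehicle wells with protein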
# TEAD-YAP block: TEAD-YAP interaction inhibition; HEK-TIYL cells, TEAD-Gal4/YAP UAS-luciferase luminescence; actives 1.4% (n = 640,000); inhibition, % at 9.12 µM; in the data active means inhibition above about 32%;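 further: 0% = median of test compound wells and 100% = reference inhibitor wells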
# * hit, by the source's call.
# Preview:
# Order of results – FBW7 activator	GPR151 activ	MITF inh	TEAD-YAP block
CCc1c(C)c(C#N)c2nc3ccccc3n2c1N1CCN(c2ccccc2Cl)CC1
 : 0.1	-1.6	-4.8	-2.1
COc1cc(/C=c2/sc3nc4ccccc4n3c2=O)ccc1OCc1ccccc1Cl
 : 0.0	0.4	-3.2	12.4
Cc1cc(C(=O)NCC2CCCN(Cc3nc4ccccc4s3)C2)no1 (centres undefined)
 : 0.0	-0.7	12.8	9.7
Cc1cc(C)c2c(=O)[nH]n(C(C)C)c2n1
 : -0.4	-1.2	-2.8	-5.2

# The whole of this part, previewed entries included:
# Order of results – FBW7 activator	GPR151 activ	MITF inh	TEAD-YAP block
CCc1c(C)c(C#N)c2nc3ccccc3n2c1N1CCN(c2ccccc2Cl)CC1
 : 0.1	-1.6	-4.8	-2.1
COc1cc(/C=c2/sc3nc4ccccc4n3c2=O)ccc1OCc1ccccc1Cl
 : 0.0	0.4	-3.2	12.4
Cc1cc(C(=O)NCC2CCCN(Cc3nc4ccccc4s3)C2)no1 (centres undefined)
 : 0.0	-0.7	12.8	9.7
Cc1cc(C)c2c(=O)[nH]n(C(C)C)c2n1
 : -0.4	-1.2	-2.8	-5.2
CCCS(=O)(=O)N1CCN(C(=O)CCC2CCCC2)CC1
 : -0.1	-1.0	8.9	-1.3
Cc1ccc(-n2cc(-c3ccc(C(=O)N4CCCC4)cn3)cn2)cc1
 : 0.8	-0.3	6.3	5.2
CCOC(=O)c1c(NC(C)=O)c2cc(OC)c(OC)cc2n1CC(C)=O
 : -0.2	1.0	1.2	-10.5
Nc1sc(-c2ccccc2)cc1C(=O)N/N=C/c1cccs1
 : 0.0	8.4*	-6.2	5.4
COc1ccc(-c2nc3scc(CCNC(=O)Cc4ccc(F)cc4)n3n2)cc1OC
 : -0.1	1.7	-0.8	-6.3
COc1ccccc1-c1cnn2c(N3CCN(C)CC3)ccnc12
 : -0.1	0.5	5.3	-12.6
COC(=O)C1CCCCN1C(=O)c1cc(COc2ccc(C(C)=O)cc2)on1 (centres undefined)
 : 0.0	-1.1	8.3	-43.1
CN1C(=O)C2CCCN2S(=O)(=O)c2ccccc21 (centres undefined)
 : 0.0	0.5	-7.4	-6.5
Cc1cc(C)nc(Nn2c(SCc3ccc(C(C)(C)C)cc3)nc3ccccc3c2=O)n1
 : 0.1	-1.4	9.6	2.8
CCOc1cc(/C=N/n2c(C)n[nH]c2=S)cc(Cl)c1O
 : -0.1	0.4	-3.1	-5.5
N#CC1=C(N)OC2=C(C(=O)CC(c3ccco3)C2)C1c1ccc(OCc2c(F)cccc2Cl)cc1 (centres undefined)
 : -0.2	2.0	0.1	-2.8
Cc1cccc(C(=O)N2CCCC(c3nnc(-c4ccc5c(c4)OCO5)o3)C2)c1 (centres undefined)
 : -0.1	-0.6	2.5	8.9
CCOc1ccc(-c2[nH]nc3c2C2(C(=O)N(CC(=O)OC)c4ccccc42)C(C#N)=C(N)O3)cc1OC (centres undefined)
 : 0.7	-0.5	7.3	11.2
Cc1ccc(C2C(C#N)=C(N)Oc3c2ccc2cccnc32)cc1 (centres undefined)
 : 0.0	1.6	-0.2	37.4*
CCOc1ccc2nc(SCC(=O)N3CC(=O)Nc4ccccc43)c(C#N)cc2c1
 : 0.1	-0.9	-3.6	7.3
COc1ccc(C(=O)C(C)Sc2nnc(-c3ccco3)o2)c(OC)c1 (centres undefined)
 : -0.1	-0.7	3.4	1.5

# Some of these compounds in order of length of the SMILES, rising:
# Order of results – FBW7 activator	GPR151 activ	MITF inh	TEAD-YAP block
Nc1sc(-c2ccccc2)cc1C(=O)N/N=C/c1cccs1
 : 0.0	8.4*	-6.2	5.4
Cc1cc(C(=O)NCC2CCCN(Cc3nc4ccccc4s3)C2)no1 (centres undefined)
 : 0.0	-0.7	12.8	9.7
COc1ccc(C(=O)C(C)Sc2nnc(-c3ccco3)o2)c(OC)c1 (centres undefined)
 : -0.1	-0.7	3.4	1.5
CCOc1ccc(-c2[nH]nc3c2C2(C(=O)N(CC(=O)OC)c4ccccc42)C(C#N)=C(N)O3)cc1OC (centres undefined)
 : 0.7	-0.5	7.3	11.2

# More compounds
# Order of results – FBW7 activator	GPR151 activ	MITF inh	TEAD-YAP block
CCN1CCN(C(=O)Cn2ncc3ccccc32)CC1
 : -0.1	-0.7	2.8	-3.1
Cc1ccc(C(C(=O)NC2CCCC2)N(C)C)cc1 (centres undefined)
 : 0.1	-0.7	15.9	10.2
Cc1ccc(C(C)C)c(OCC(=O)NNC(=O)Cn2cnc3c2c(=O)n(C)c(=O)n3C)c1
 : 0.0	0.3	13.4	8.0
Cc1csc(-c2cc3ccc(OC/C=C/c4ccccc4)cc3oc2=O)n1
 : -0.1	0.9	-7.8	-2.3
Cc1cc(C)nc(/N=C(\NC(=O)NC2CCCCC2)Nc2ccccc2)n1
 : 0.0	1.2	6.2	-3.1
CN(C(=O)c1cccc(Br)c1)C1CCS(=O)(=O)C1 (centres undefined)
 : -0.1	1.9	7.3	-4.0
COCCNc1nc(-c2ccccc2OC)ccc1C(=O)NCCNC(C)=O
 : 0.0	0.2	9.6	14.0
CC(C)(C)C1CCc2sc(C(=O)NNC(=O)CCl)cc2C1 (centres undefined)
 : 0.1	-1.3	-2.9	-2.1
CC1CCCCC1NC(=O)CCS(=O)(=O)c1cccc2nonc12 (centres undefined)
 : 0.3	-0.5	4.7	0.5
C1CCN(c2nc3nonc3nc2N2CCCC2)C1
 : -0.2	0.2	0.3	-2.6
CCOC(=O)c1sc2nc(C)nc(N3CCN(c4ccc(F)cc4)CC3)c2c1C
 : 0.0	-0.7	1.7	-0.3
Cc1ccc(NC(=O)c2c(NC(=O)CCC(=O)O)sc3c2CCC(C(C)(C)C)C3)c(C)c1 (centres undefined)
 : -0.1	-1.0	-2.1	6.3
Cc1nc(SC/C=C/c2ccccc2)c2c(=O)n(C)c(=O)n(C)c2n1
 : 0.2	-0.1	18.0	8.4
COc1cccc(NC(=O)CSc2nc3ccccc3c(=O)n2CC2CCC(C(=O)NCC3CCCO3)CC2)c1 (centres undefined)
 : 0.1	-0.3	-1.3	-6.9
O=C(Nc1ccccc1Cl)c1ccc2nc(N3C(=O)CCC3=O)sc2c1
 : -0.1	-1.6	5.7	-8.1
CC(=O)C(C)n1c(=O)c2c(nc3n2CC(C)CN3C2CCCCC2)n(C)c1=O (centres undefined)
 : -0.1	-1.1	-7.9	-1.6
CCc1c(C(C[N+](=O)[O-])C[N+](=O)[O-])ccc(OC)c1OC
 : -0.1	-0.3	-4.0	10.5
N#Cc1ccccc1NC(=S)NC(=O)c1ccccc1F
 : 0.6	-1.3	11.7	-27.5
Cn1ccnc1SCc1cc(=O)c(OC(=O)c2ccc([N+](=O)[O-])cc2)co1
 : 0.0	1.3	-0.1	-4.8
CC(C)CCN1CCNC(=O)C1CC(=O)NCCc1ccc(Cl)cc1 (centres undefined)
 : -0.1	-1.5	-11.0	13.9
COc1ccc(N2CCN(c3ncnc4sc(C(=O)Nc5cc(Cl)c(OC)cc5OC)c(C)c34)CC2)cc1
 : 0.4	-0.5	-11.8	-24.0
CCn1nnc(NC(=O)COc2cc(C)c(Cl)c(C)c2)n1
 : 0.2	0.1	-4.7	-1.2
CNC(=O)[C@@H]1C[C@H](NC/C=C/c2ccccc2OC)CN1Cc1ccccc1
 : 1.0	-1.6	13.1	1.4
O=C(NCCC1=CCCCC1)NCc1noc2ccccc12
 : 0.0	0.2	-1.4	-65.8
N#Cc1c(NC(=O)Cn2cc(Br)c([N+](=O)[O-])n2)sc2c1CCC2
 : 0.0	-1.4	-12.1	-6.0
O=c1[nH]c(O)c(C=Nc2cc(Cl)ccc2O)c(=O)[nH]1
 : 0.1	-0.1	-3.0	3.7
CN(C)CC(C)(C)CN(CCC#N)S(=O)(=O)c1cccc2nsnc12
 : 0.0	5.0*	13.6	-1.4
O=C1C2C3c4ccccc4C(c4ccccc43)C2C(=O)N1CCO (centres undefined)
 : 0.4	-1.0	7.1	-0.2
Cc1nonc1NC(=O)Nc1ccncc1
 : -0.2	-0.8	3.9	4.1
N=C1C(c2ccccc2)=C(O)CN1c1cccc(F)c1
 : 0.0	-0.2	-1.8	0.3
CCc1cc(NCc2cccnc2)n2nc3nc(C)cc(C)c3c2n1
 : -0.1	-0.7	4.2	6.8
O=C(CNC(=O)c1ccco1)OCc1ccc(Oc2c(Cl)cccc2[N+](=O)[O-])cc1
 : -0.2	-0.6	-0.2	-0.4
O=C(Nc1ccccc1Br)c1c(O)c2cccc3c2n(c1=O)CCC3
 : 0.0	3.0	-3.5	-6.7
Cc1ccc(CNC(=O)c2ccc3c(=O)n(CC4CCCO4)c(=S)[nH]c3c2)cc1 (centres undefined)
 : 0.3	0.0	13.7	7.7
COc1ccccc1NC(=O)C(=O)N/N=C/c1cccc2ccccc12
 : -0.1	-0.7	-16.5	-2.5
CC(C)(C)c1ccc(OCCCn2ccnc2)cc1
 : 0.8	-0.6	13.1	-6.7
Cc1[nH]c2ccccc2c1C(=O)C(C)Oc1ccccc1C#N (centres undefined)
 : -0.1	1.0	-4.3	4.2
CC(=O)c1ccc(-n2c(=O)[nH]c(=O)c3c(N)c(C(=O)c4ccc(Cl)cc4)sc32)cc1
 : -0.1	-0.6	2.6	1.3
O=C(/C=C/c1ccccc1)NCc1ccco1
 : -0.1	-0.1	-6.4	-23.8
CCN(CC)CCCn1c2c(c(SCC(=O)Nc3ccc(F)cc3F)nc1=O)CCC2
 : -0.1	1.2	1.1	3.2
COc1ccc(S(=O)(=O)NC(CC(=O)NC2CCCCC2C)c2ccco2)cc1 (centres undefined)
 : -0.1	0.1	9.9	4.1
COc1ccc(CCNC(=O)C(=O)c2ccccc2NC(C)=O)cc1OC
 : -0.1	-0.1	10.0	-1.6
O=C(Nc1ccccc1C(=O)N1CCCC1)c1ncoc1-c1cccc(F)c1
 : 0.0	0.6	-2.4	7.0
COc1ccc(C2c3[nH]c4ccccc4c3CCN2C(=O)c2ccc(Cl)cc2)cc1 (centres undefined)
 : -0.1	2.6	1.2	0.9
N#Cc1ccc(OCC(=O)Nc2ccccc2Cl)cc1
 : 0.1	0.2	12.2	-10.3
O=C(O)c1cccc2c1NC(c1ccc([N+](=O)[O-])cc1)C1CC=CC21 (centres undefined)
 : -0.2	0.5	65.0*	-4.3
CN(C)c1ccc(/C=C/C(=O)c2cccc([N+](=O)[O-])c2)cc1
 : -0.3	-0.3	-9.4	-5.2
COC(=O)c1ccc(NC(=O)CC23CC4CC(CC(Br)(C4)C2)C3)cc1
 : 0.0	-1.1	-0.3	-29.5
O=C(Nc1cccc(C(=O)N2CCc3ccccc3C2)c1)c1ccccc1
 : -0.2	2.9	-2.5	-2.5
COc1ccc(-c2ccc(=O)n(CC(=O)NC34CC5CC(CC(C5)C3)C4)n2)cc1
 : 0.1	0.1	6.2	0.4
COc1ccc(CNC(=O)C(C)OC(=O)CN2C(=O)COc3ccccc32)cc1 (centres undefined)
 : 0.2	-0.6	-0.4	5.2
CCc1ccc(C2=NC(c3ccc(F)c(Br)c3)NC(c3cc(Br)ccc3O)C2)cc1 (centres undefined)
 : 0.1	1.1	-9.5	19.7
O=C(c1cccc(CN2C(=O)c3ccccc3C2=O)c1)c1ccccn1
 : 0.2	-1.0	-5.5	8.5
COc1ccc(C(=O)N2CC(C)OC(C)C2)cc1 (centres undefined)
 : 0.0	0.9	9.1	8.7
Cc1ccc(/C(O)=C2\C(=O)C(=O)N(CCN3CCOCC3)C2c2ccc(Cl)cc2)cc1 (centres undefined)
 : 0.0	0.3	5.3	4.5
CC(=O)Nc1ccc(NC(=O)C(C)OC(=O)/C=C/c2ccc(F)cc2)cc1 (centres undefined)
 : 0.0	1.1	1.5	-7.6
CCCCOc1ccc(NC(=O)C23CCC(C)(C(=O)C2)C3(C)C)cc1 (centres undefined)
 : 0.0	-0.8	1.1	5.5
COc1ccc(C2C3=C(CCCC3=O)Nc3ncnn32)cc1Br (centres undefined)
 : -0.1	-0.5	-0.2	1.5
CC(C)NC(=O)CCCc1nc(-c2ccccc2Cl)no1
 : 0.0	-0.6	67.8*	4.7
Cc1cc(NC(=O)CCC(=O)N(Cc2ccco2)C(C)(C)C(=O)NC2CCCCC2)no1
 : -0.1	0.0	-11.3	6.5

# Continued.
# Order of results – FBW7 activator	GPR151 activ	MITF inh	TEAD-YAP block
Cc1ccc2c(c1)CN(CC(=O)N(C)Cc1nccn1C)CC(c1ccsc1)O2 (centres undefined)
 : 0.7	1.0	17.2	-2.8
CC(C)NC(=O)NC(c1ccccc1)c1ccccc1
 : 0.0	-0.4	-15.2	3.4
Cc1ccc(/C=C/NC(=O)c2ccco2)cc1C
 : 0.0	-0.9	-0.2	-52.6
Cc1cccc(NC(=O)c2cc([N+](=O)[O-])ccc2NCCN)c1
 : -0.1	-0.3	11.9	-0.1
CCCCn1c(=O)c2c(nc3n(-c4ccc(OCC)cc4)c(C)c(C)n23)n(C)c1=O
 : 0.4	0.1	3.5	1.4
COC(=O)/C(C#N)=C/c1c(Oc2cccc(C)c2)nc2c(C)cccn2c1=O
 : 0.1	0.5	2.9	-5.0
COC(=O)[C@@H]1C[C@H](NC(=O)c2ccc(-c3cccc(F)c3)cc2)CN1Cc1ccccc1O
 : 0.0	-1.2	-15.9	10.0
O=C(Nc1ccc(Cl)c(C(F)(F)F)c1)c1cc2nc(-c3ccc4c(c3)OCO4)cc(C(F)(F)F)n2n1
 : 0.2	-1.6	10.5	-1.3
CC(NC(=O)C1C(=O)N(CCO)C2(C)CC1c1ccccc1O2)c1ccccc1 (centres undefined)
 : -0.3	-0.6	2.8	8.0
Cc1ccc(NC(=O)OCCCNC(=O)C2C(C=C(Cl)Cl)C2(C)C)cc1 (centres undefined)
 : 0.1	-1.3	1.6	-34.8
O=C(Nc1ccc2ccccc2c1)c1ncn[nH]1
 : 0.6	-5.4	30.4	2.3
